Screening data (PubChem)
MT stabilizer – stabilizes microtubules in HeLa cells. HeLa tubulin immunostaining HCS, 24 h; share of cells brighter than vehicle mean+2SD. hit rate 0.83% among 200,000. % tubulin-high responders, % at 10 µM;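 active means plate Z-score above 3 for both tubulin-high and condensed-nucleus cell shares, with cell loss under 80%, at 10 µM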;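 further: anti alpha tubulin signal scored within the nucleus-defined area of each cell; some results filed as inactive read as strong as hits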
T cell modulator – T cell immune modulation candidate; 2C CD8+ T cell-vesicle binding, flow cytometry; hits give low values; hit rate 0.068% among 330,000; calls only at 7 µM;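 active means response, share of CD8 T cells binding vesicles, and their 90th percentile fluorescence all below set limits, cut at about 80% in these data, passing the limit was not always enough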
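material = purified 2C TCR transgenic mouse naive CD8+ T cells | controls = Unloaded micro-vesicles (low), QL9 vesicles with 0.7% DMSO (high) | detection = cytometric PE anti-B7-1 and Alexa647 anti-CD8 signals after 1% paraformaldehyde fixation | incubation = binding step 1.5 h, 37 °C, antibody labelling 20 min, ice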
Autophagy mod – modulators of autophagy. calls only at 10 µM (by protocol). AID 463193. hit rate 0.98% among 190,000. MEF GFP-LC3 puncta imaging; test concentration mostly 10 µM;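 active means percentage of spot-positive cells more than 3 SD above its plate mean, without a fluorescence outlier flag or 80% toxicity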;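 further: spot-positive cell cutoff set from DMSO-treated cells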
WT yeast gro inh – growth inhibition of WT yeast, mitochondrial fusion screen | inhibition, % at 10 µM | hit rate 2.1% among 190,000 | mitochondrial fusion phenotypic screen, WT strain; in the data active means inhibition above about 58%; tested in S. cerevisiae
Yfh1-off respiration – mitochondrial function rescue without frataxin homolog – Friedreich's ataxia, plus single-dose screen, dose response (AID 1465). S. cerevisiae Yfh1-off respiration, WST-1 reduction, 72 h; higher fold induction means a stronger effect. fold induction at 50 µM; hits with a dose series show EC50 in µM. hit rate 0.074% among 220,000;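 active means fold induction of absorbance versus untreated yeast above a set limit, then at least 30% activation at any dose in follow-up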;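 further: activators that raise dye reduction in frataxin-depleted yeast; strong numbers were not always called active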
bCat nuc transl – alters nuclear translocation of beta-catenin in HeLa cells; hit rate 0.3% among 190,000; immunofluorescence imaging; nuclear translocation activity, % at 5 µM;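 active means nuclear translocation activity above 50% at 5 µM, with a well cell count of 50 or more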;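 further: per-cell ratio of nuclear to cytoplasmic median beta-catenin stain intensity; plate controls were DMSO negative control for no effect and GSK-3 inhibitor IX positive control for full effect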
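System: Human HeLa cells, endogenous beta-catenin | Compound dosing: 5 µM primary, 0.02–20 µM confirmation | Timing: 24 h compound exposure at 37°C, 5% CO2 | Measured by: Fluorescence imaging of beta-catenin antibody stain plus DAPI | Read-out basis: % activation of per-cell nuclear versus cytoplasmic median beta-catenin signal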
M1AAP inhibition – malaria alanyl aminopeptidase activity blockers – biochemical, fluorogenic H-Leu-NHMec substrate, 1536-well (AID 1445); recombinant M1AAP, H-Leu-NHMec fluorogenic kinetic assay; higher % means a stronger effect; one-dose inhibition, % at 30 µM; IC50 in µM for titrated hits; hit rate 0.42% among 220,000;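 active means primary inhibition above the hit cutoff, then over 50% inhibition at one or more dose response concentrations, cut at about 23% in these data, passing the limit was not always enough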;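 further: plate controls were DMSO full reaction for no effect and no enzyme background for full effect; strong numbers were not always called active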
M17LAP inhibition – P. falciparum M17LAP inhibitors, primary screen, biochemical, fluorogenic H-Leu-NHMec substrate, 1536-well (AID 1619); recombinant M17LAP, H-Leu-NHMec fluorogenic kinetic assay; higher % means a stronger effect; one-dose inhibition, % at 30 µM; IC50 in µM for titrated hits; hit rate 0.38% among 220,000;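 active means compound inhibiting the enzyme by more than half at any dose during confirmatory dose-response retesting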;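 further: plate controls were full reaction with DMSO carrier for no effect and no enzyme background for full effect; strong numbers were not always called active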
Dynein cargo inh – blocks dynein driven cargo transport along microtubules | 3617.4 mouse cells, GR-EGFP nuclear translocation imaging; test concentration mostly 20 µM; stimulated with dexamethasone, 1 µM; hits give low values | AID 1381 | z-score, hits read low | hit rate 0.47% among 220,000;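 active means plate z-score of nuclear minus cytoplasmic receptor signal below a set negative limit, without overly bright fluorescence or cell loss, cut at about -3.5 in these data, passing the limit was not always enough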;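 further: z-score of nuclear minus cytoplasmic ring GR-EGFP intensity difference per well; some compounds called inactive have numbers as strong as hits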
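Medium: Induction medium lacking tetracycline, stripped serum | Probe or stimulus: 1.0 µM final dexamethasone stimulus | Schedule: 48 h induction, then 1 h compound, then 30 min agonist, 37 °C | Signal: Automated 10x imaging of fixed Hoechst-stained cells | Evaluation: Per-cell GR-EGFP intensity, nucleus versus surrounding cytoplasmic ring, well-averaged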
WT yeast gro inh mutant strain – further read-out of WT yeast gro inh, marked with its call; inhibition, %; mitochondrial fusion phenotypic screen, mutant strain inhibition
Dynein cargo inh cytoplasmic EGFP – second read-out of Dynein cargo inh, no call of its own (marks repeat the call); z-score; measured here: cytoplasmic GR-EGFP intensity; hits give high values
Dynein cargo inh nuclear GR-EGFP – second read-out of Dynein cargo inh, no call of its own (marks repeat the call); z-score; measured here: nuclear GR-EGFP intensity;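 lower value marks the stronger effect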
Dynein cargo inh cell count – also measured in Dynein cargo inh; calls as there; z-score; measured here: cell count per field
bCat nuc transl cell count 5 µM – also measured in bCat nuc transl; calls as there; cell count; measured here: cell count, cytotoxicity flag
T cell modulator vesicle-bound % – also measured in T cell modulator; calls as there; double positive events, %; measured here: CD8+ vesicle-bound cell fraction;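 binding gate set so that unloaded-vesicle control wells show 10% double positive cells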
MT stabilizer Hoechst-high % – recorded beside MT stabilizer, whose call it bears; % Hoechst-high responders; measured here: nuclear condensation Hoechst responders;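 share of cells brighter than vehicle mean plus two SD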
MT stabilizer cytotoxicity % – also measured in MT stabilizer; calls as there; toxicity, %; measured here: cytotoxicity by cell density;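 0% = mean cell density of plate MIN control wells and 100% = no cells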
Autophagy mod cell loss 18 h – recorded beside Autophagy mod, whose call it bears; toxicity, %; measured here: cell loss, nuclei count;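 cell loss after 18 h compound exposure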
* marks the source's active call; other numbers are inactive results.

O=C(CCCOc1ccc(Cl)cc1)Nc1cccc(C(=O)O)c1 was read as MT stabilizer 2.7, T cell modulator inactive, Autophagy mod inactive, WT yeast gro inh -1, Yfh1-off respiration inactive, bCat nuc transl -2.5, M1AAP inhibition 2%, M17LAP inhibition -2%, Dynein cargo inh -0.61, WT yeast gro inh mutant strain -2, Dynein cargo inh cytoplasmic EGFP -0.28, Dynein cargo inh nuclear GR-EGFP -0.12, Dynein cargo inh cell count 0.41, bCat nuc transl cell count 5 µM 1038, T cell modulator vesicle-bound % 43, MT stabilizer Hoechst-high % 1.6, MT stabilizer cytotoxicity % 10 and Autophagy mod cell loss 18 h 4.
Screening O=C(CCCOc1ccc(Cl)cc1Cl)NCc1ccccn1 returned MT stabilizer 2.6, T cell modulator inactive, Autophagy mod inactive, WT yeast gro inh -4, Yfh1-off respiration inactive, bCat nuc transl -0.9, M1AAP inhibition 0%, M17LAP inhibition 0%, Dynein cargo inh 0.45, WT yeast gro inh mutant strain -11, Dynein cargo inh cytoplasmic EGFP -0.37, Dynein cargo inh nuclear GR-EGFP 0.16, Dynein cargo inh cell count -0.15, bCat nuc transl cell count 5 µM 1468, T cell modulator vesicle-bound % 39, MT stabilizer Hoechst-high % 2.2, MT stabilizer cytotoxicity % 5.6 and Autophagy mod cell loss 18 h 6.
For CC(C)c1cccc(C(C)C)c1NC(=O)CCl the results were MT stabilizer 3.7, T cell modulator inactive, Autophagy mod inactive, WT yeast gro inh 6, Yfh1-off respiration inactive, bCat nuc transl 5.7, M1AAP inhibition -5%, M17LAP inhibition -4%, Dynein cargo inh -0.77, WT yeast gro inh mutant strain -4, Dynein cargo inh cytoplasmic EGFP -0.19, Dynein cargo inh nuclear GR-EGFP -0.084, Dynein cargo inh cell count 1.3, bCat nuc transl cell count 5 µM 1111, T cell modulator vesicle-bound % 12, MT stabilizer Hoechst-high % 2.8, MT stabilizer cytotoxicity % 4.2 and Autophagy mod cell loss 18 h 9.
For O=C(Cc1ccccc1)Nc1ccc(NC(=O)c2cccs2)cc1 the results were MT stabilizer 2.1, T cell modulator inactive, Autophagy mod inactive, WT yeast gro inh 8, Yfh1-off respiration inactive, bCat nuc transl 0.9, M1AAP inhibition 2%, M17LAP inhibition 1%, Dynein cargo inh 1.8, WT yeast gro inh mutant strain 13, Dynein cargo inh cytoplasmic EGFP -0.24, Dynein cargo inh nuclear GR-EGFP 0.43, Dynein cargo inh cell count 0.41, bCat nuc transl cell count 5 µM 1072, T cell modulator vesicle-bound % 30, MT stabilizer Hoechst-high % 1.5, MT stabilizer cytotoxicity % 6.7 and Autophagy mod cell loss 18 h 17.
CCOc1cc(CNCCO)cc(Br)c1OCc1ccc(Cl)cc1Cl was read as MT stabilizer 82, T cell modulator inactive, Autophagy mod inactive, WT yeast gro inh -3, Yfh1-off respiration inactive, M1AAP inhibition 6%, M17LAP inhibition 14%, Dynein cargo inh 0.24, WT yeast gro inh mutant strain -18, Dynein cargo inh cytoplasmic EGFP 1.7, Dynein cargo inh nuclear GR-EGFP 0.14, Dynein cargo inh cell count -3.8, T cell modulator vesicle-bound % 22, MT stabilizer Hoechst-high % 5.1, MT stabilizer cytotoxicity % 87 and Autophagy mod cell loss 18 h 47.
CCCCc1cc(=O)oc2cc(C)cc(O)c12 was read as MT stabilizer 2.5, T cell modulator inactive, Autophagy mod inactive, WT yeast gro inh -8, Yfh1-off respiration inactive, bCat nuc transl 0.3, M1AAP inhibition 16%, M17LAP inhibition -3%, Dynein cargo inh -1.4, WT yeast gro inh mutant strain 3, Dynein cargo inh cytoplasmic EGFP -0.22, Dynein cargo inh nuclear GR-EGFP -1.4, Dynein cargo inh cell count 0.54, bCat nuc transl cell count 5 µM 1373, T cell modulator vesicle-bound % 36, MT stabilizer Hoechst-high % 1.1, MT stabilizer cytotoxicity % 1.0 and Autophagy mod cell loss 18 h 0.
Screening CN(C(=O)COC(=O)CNS(=O)(=O)/C=C/c1ccccc1)C1CCS(=O)(=O)C1 (stereo unspecified) returned MT stabilizer 1.8, T cell modulator inactive, WT yeast gro inh 5, Yfh1-off respiration inactive, bCat nuc transl -8.8, M1AAP inhibition -1%, M17LAP inhibition 3%, Dynein cargo inh -0.065, WT yeast gro inh mutant strain 4, Dynein cargo inh cytoplasmic EGFP -0.18, Dynein cargo inh nuclear GR-EGFP 0.29, Dynein cargo inh cell count -0.085, bCat nuc transl cell count 5 µM 1052, T cell modulator vesicle-bound % 20, MT stabilizer Hoechst-high % 2.4 and MT stabilizer cytotoxicity % 11.
Screening CCC1(C)Cc2c(sc3nc4n(c(=O)c23)CCS4)CO1 (stereo unspecified) returned MT stabilizer 2.1, T cell modulator inactive, Autophagy mod inactive, WT yeast gro inh -1, Yfh1-off respiration inactive, bCat nuc transl -0.3, M1AAP inhibition 1%, M17LAP inhibition -6%, Dynein cargo inh 1, WT yeast gro inh mutant strain -14, Dynein cargo inh cytoplasmic EGFP -0.23, Dynein cargo inh nuclear GR-EGFP 0.52, Dynein cargo inh cell count 0.87, bCat nuc transl cell count 5 µM 1140, T cell modulator vesicle-bound % 35, MT stabilizer Hoechst-high % 2.0, MT stabilizer cytotoxicity % 9.4 and Autophagy mod cell loss 18 h 5.
For Cc1ccc(-n2nnnc2SCC(=O)N2CCc3ccccc3C2)cc1 the results were MT stabilizer 4.1, T cell modulator inactive, Autophagy mod inactive, WT yeast gro inh 57, Yfh1-off respiration inactive, bCat nuc transl -3.2, M1AAP inhibition 8%, M17LAP inhibition 10%, Dynein cargo inh -0.037, WT yeast gro inh mutant strain 52, Dynein cargo inh cytoplasmic EGFP -0.26, Dynein cargo inh nuclear GR-EGFP 0.34, Dynein cargo inh cell count 0.61, bCat nuc transl cell count 5 µM 1197, T cell modulator vesicle-bound % 58, MT stabilizer Hoechst-high % 3.7, MT stabilizer cytotoxicity % 21 and Autophagy mod cell loss 18 h 11.
For Fc1ccc(-n2ncc3c(SCc4cccnc4)ncnc32)cc1 the results were MT stabilizer 4.4, T cell modulator inactive, Autophagy mod inactive, WT yeast gro inh 17, Yfh1-off respiration inactive, bCat nuc transl -5.2, M1AAP inhibition 1%, M17LAP inhibition 5%, Dynein cargo inh 0.86, WT yeast gro inh mutant strain 23, Dynein cargo inh cytoplasmic EGFP -0.3, Dynein cargo inh nuclear GR-EGFP 0.89, Dynein cargo inh cell count -0.42, bCat nuc transl cell count 5 µM 1031, T cell modulator vesicle-bound % 38, MT stabilizer Hoechst-high % 1.5, MT stabilizer cytotoxicity % 2.9 and Autophagy mod cell loss 18 h 9.
COC(=O)[C@@]1(C)CC[C@]2(C)CC[C@@]3(C)C(=CC(=O)C4[C@@]5(C)CC[C@H](O)C(C)(C)[C@@H]5CC[C@]43C)[C@H]2C1 (stereo partly specified) was read as T cell modulator inactive, Yfh1-off respiration inactive, bCat nuc transl -2.4, M1AAP inhibition -1%, M17LAP inhibition 0%, Dynein cargo inh -1.3, Dynein cargo inh cytoplasmic EGFP -0.77, Dynein cargo inh nuclear GR-EGFP -0.56, Dynein cargo inh cell count 1.1, bCat nuc transl cell count 5 µM 1182 and T cell modulator vesicle-bound % 41.
For COc1ccccc1CC(=O)Nc1cccc(C)n1 the results were MT stabilizer 2.0, T cell modulator inactive, Autophagy mod inactive, WT yeast gro inh -12, Yfh1-off respiration inactive, bCat nuc transl 0.6, M1AAP inhibition -1%, M17LAP inhibition 1%, Dynein cargo inh -0.43, WT yeast gro inh mutant strain -15, Dynein cargo inh cytoplasmic EGFP -0.28, Dynein cargo inh nuclear GR-EGFP -0.025, Dynein cargo inh cell count 0.048, bCat nuc transl cell count 5 µM 1060, T cell modulator vesicle-bound % 63, MT stabilizer Hoechst-high % 1.5, MT stabilizer cytotoxicity % 9.6 and Autophagy mod cell loss 18 h 1.
`O=C1c2cccc3cccc(c23)C(=O)N1Nc1ccccc1` gave MT stabilizer 1.4, T cell modulator inactive, Autophagy mod inactive, WT yeast gro inh 0, Yfh1-off respiration inactive, bCat nuc transl -1.2, Dynein cargo inh -0.19, WT yeast gro inh mutant strain -4, Dynein cargo inh cytoplasmic EGFP -0.17, Dynein cargo inh nuclear GR-EGFP 0.4, Dynein cargo inh cell count 0.9, bCat nuc transl cell count 5 µM 1059, T cell modulator vesicle-bound % 10, MT stabilizer Hoechst-high % 2.0, MT stabilizer cytotoxicity % 3.1 and Autophagy mod cell loss 18 h 2.
